High-throughput results from PubChem BioAssay.
DSG3 Ab inh = human desmoglein-3 autoantibody binding inhibition. DSG3-coupled beads, scFv-anti-DSG3-GFP binding, flow cytometry; stronger effect = lower value. hit rate 0.48% among 310,000. binding (percent of control), % at 10 µM. P32926;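 active = binding more than 3 SD below its plate's average and above zero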;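 note: hits lower antibody fragment binding to DSG3; some compounds called inactive have numbers as strong as hits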
HTR5A inv ag = inverse agonist of human HTR5A in OPRM1-OPRD1 counter-screen; hit rate 0.083% among 340,000; HTR5A cell line, luminescence, inverse agonism; AID 504634; inhibition, % at 9.3 µM; in the data active = inhibition mostly above about 23%, no sharp cut-off; inactive = mostly below about 18%;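 note: 0% = cells with DMSO and 100% = no-cell wells with DMSO; some compounds called inactive have numbers as strong as hits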
PfHsp90 yeast 2 = inhibits growth of yeast expressing Plasmodium falciparum Hsp90 | inhibition, % at 9.4 µM | S. cerevisiae expressing PfHsp90, BacTiter-Glo ATP, 48 h; yeast lacking PDR1 and PDR3 efflux regulators | hit rate 0.32% among 310,000;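 active = every replicate shows inhibition above about 80%, whatever the replicate mean, limit read from the data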;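 note: 0% = DMSO neutral controls and 100% = 20 µM radicicol positive controls; yeast relying on Plasmodium falciparum Hsp90 in place of its own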
PKA-R1A act = PKA-R1A complex activation. P00514+P68181. PKA-R1A dissociation, Cy5-IP20 fluorescence polarization; scaled: DMSO 0%, 113 µM cGMP 100%. activation, % at 11.4 µM. hit rate 0.083% among 340,000;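 active = percent activation above the mean of all tested compounds plus 3 SD, cut at about 19% in these data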;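 note: higher means more PKAc released from R1A so a rise in polarization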
HTR5A ag ctr = activates human HTR5A in OPRM1-OPRD1 agonist counter-screen; P47898; HTR5A agonist assay, luminescence, cell-based; activation, % at 9.3 µM; hit rate 0.61% among 340,000; in the data active = activation mostly above about 9.5%, no sharp cut-off; inactive = mostly below about 7.6%;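 note: 0% = cells with vehicle only and 100% = reference agonist; strong numbers were not always called active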
OPRM1-OPRD1 inv = inverse agonist of human OPRM1-OPRD1 heterodimerization. hit rate 0.21% among 340,000. P35372+P41143. AID 504357. cell-based MOR-DOR heterodimer luminescence, inverse agonism. inhibition, % at 9.3 µM; in the data active = inhibition above about 22%, passing the limit was not always enough;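 note: 0% = cells with DMSO and 100% = wells without cells with DMSO; values of inactives mirror those of a sister screen read the other way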
Target sequence (P35372 whole entry, looked up): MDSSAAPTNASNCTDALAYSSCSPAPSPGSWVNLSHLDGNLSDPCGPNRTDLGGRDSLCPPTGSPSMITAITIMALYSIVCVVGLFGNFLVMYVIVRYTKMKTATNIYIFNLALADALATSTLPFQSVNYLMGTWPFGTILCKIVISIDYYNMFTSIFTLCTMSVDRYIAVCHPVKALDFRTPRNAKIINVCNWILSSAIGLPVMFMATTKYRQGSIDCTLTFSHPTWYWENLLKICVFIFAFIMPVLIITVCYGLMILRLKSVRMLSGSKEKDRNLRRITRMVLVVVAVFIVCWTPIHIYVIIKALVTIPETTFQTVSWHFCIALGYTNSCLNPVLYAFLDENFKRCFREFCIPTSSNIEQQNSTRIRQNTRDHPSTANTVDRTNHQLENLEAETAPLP
Target sequence (P41143 whole entry, looked up): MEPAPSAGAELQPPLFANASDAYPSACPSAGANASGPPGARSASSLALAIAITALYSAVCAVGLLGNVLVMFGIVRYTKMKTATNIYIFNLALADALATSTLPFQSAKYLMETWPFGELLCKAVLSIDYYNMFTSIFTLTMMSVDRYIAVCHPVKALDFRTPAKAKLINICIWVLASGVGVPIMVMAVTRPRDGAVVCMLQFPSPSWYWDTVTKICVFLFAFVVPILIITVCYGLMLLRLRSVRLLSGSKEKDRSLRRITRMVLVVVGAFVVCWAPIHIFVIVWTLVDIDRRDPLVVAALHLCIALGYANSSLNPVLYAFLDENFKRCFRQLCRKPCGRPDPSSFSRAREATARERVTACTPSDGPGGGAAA
AddAB inh = less growth of phage-infected E. coli with AddAB. E. coli expressing H. pylori AddAB, absorbance growth. hit rate 0.29% among 330,000. inhibition, % at 11.9 µM; in the data active = inhibition above about 12%;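 note: 0% = vehicle wells of infected cells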
OPRM1-OPRD1 ag = OPRM1-OPRD1 heterodimerization agonism; hit rate 0.3% among 340,000; P35372+P41143; AID 504326; activation, % at 9.3 µM; cells, luminescence; in the data active = activation above about 18%;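 note: 0% = vehicle-treated cells and 100% = reference agonist; values of inactives mirror those of a sister screen read the other way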
phage Ecoli inh = E. coli growth loss with phage present. inhibition, % at 11.9 µM. AID 651602. hit rate 0.26% among 360,000. growth absorbance; in the data active = inhibition above about 11%
Mot1-301 SUMO = blocks SUMOylation pathway, rescuing yeast Mot1-301 growth | S. cerevisiae Mot1-301 growth rescue, ATP luminescence, 38.5C; percent above DMSO median, 100 means doubled | growth rescue, % at 18.8 µM | hit rate 1% among 320,000 | AID 2716;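 active = every valid replicate shows activation above 250% relative to neutral control wells; inactive = the rest, any valid replicate at or below 250%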;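 note: OY570 slx delta 5 strain wells were the positive control but not used for scaling; some compounds called inactive have numbers as strong as hits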
E coli growth = reduces bacterial viability in AddAB counter-screen; E. coli V3065 growth, OD600 absorbance, 18 h; hit rate 0.27% among 330,000; AID 449728; inhibition, % at 11.9 µM;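 active = inhibition above the campaign's mean inhibition across all tested compounds plus 3 SD, cut at about 9.9% in these data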;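 note: uninfected addAB+ strain grown without phage in ampicillin broth; 0% = DMSO wells and 100% = ciprofloxacin 0.95 µg/ml wells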
Active calls of the source: *; i = inactive; · = no result given; + = active, no number.

SMILES | DSG3 Ab inh | HTR5A inv ag | PfHsp90 yeast 2 | PKA-R1A act | HTR5A ag ctr | OPRM1-OPRD1 inv | AddAB inh | OPRM1-OPRD1 ag | phage Ecoli inh | Mot1-301 SUMO | E coli growth
O=C(Cc1cccs1)Nc1nnc(-c2ccncc2)s1 | 94.7 | 3.9 | -3.0 | -9.6 | 3.7 | 11.8 | 1.1 | -2.2 | 0.7 | + | 2.8
Cc1ccc(SCC(=O)O/N=C(\N)c2ccncc2)cc1 | 100.1 | -2.3 | 9.3 | -15.1 | 1.6 | 17.9 | 1.0 | -3.2 | 3.3 | 85.2 | 0.2
Cc1ccc(-c2n[nH]c(=O)c3ccccc23)cc1S(=O)(=O)NCCO | · | -4.5 | · | -11.3 | 1.5 | -11.1 | 1.8 | 2.2 | 1.4 | 38.9 | 0.3
Cc1ccc(NC(=O)Nc2nnc(CSCCOc3ccc(Cl)cc3)s2)cc1 | 94.9 | 19.2 | -21.8 | 12.1 | 1.6 | -7.3 | 0.2 | 1.4 | 1.3 | -2.7 | -0.2
Cc1noc(C)c1NC(=O)N(C)C[C@H]1Oc2c(NC(=O)C3CC3)cccc2C(=O)N([C@H](C)CO)C[C@@H]1C | 99.4 | -27.4 | 2.5 | 5.6 | 0.0 | -2.8 | 1.1 | 0.5 | -2.4 | -10.1 | 1.5
Cc1[nH]c2ccc(S(N)(=O)=O)cc2c1C | · | -6.3 | 15.4 | 6.0 | 5.8 | -9.6 | 2.1 | 1.5 | -1.7 | -8.2 | 0.7
CC1CCc2cccc3c2N1c1cc(C#N)c(C#N)cc1O3 (stereo unspecified) | 103.7 | -22.6 | -9.3 | -0.3 | 1.6 | 5.7 | 0.1 | -1.1 | 3.5 | -3.5 | -0.3
Cc1nnsc1Sc1ccccc1 | 102.7 | -1.2 | -17.3 | -4.3 | 1.9 | 12.5 | 3.2 | -2.6 | 3.7 | -1.4 | 5.0
CCn1ncc(Br)c1C(=O)Nc1ccc(-c2ccno2)cc1 | 96.4 | -4.8 | 0.8 | -2.0 | 0.2 | -2.2 | 5.7 | 0.4 | 1.9 | · | 1.5
COc1ccc(-c2cc(C(=O)N3CCCCCC3)no2)cc1OC | 110.2 | 1.9 | -13.1 | -9.4 | -0.7 | -19.5 | 2.5 | 2.4 | 0.1 | -6.4 | -2.6
COc1cc(C(=O)NCC(c2ccc(F)cc2)N2CCOCC2)ccc1OCc1ccccc1Cl (stereo unspecified) | 100.8 | -6.5 | -68.4 | -5.1 | 2.2 | -7.3 | 1.4 | 1.1 | 3.4 | 5.8 | -2.0
CCOc1ccc(C(=O)NCC(=O)OCC(=O)c2ccc3c(c2)-c2ccccc2C3)cc1 | 85.5 | 0.9 | -26.9 | -1.9 | 3.5 | 18.1 | -0.1 | -2.9 | 3.2 | 337.7 | -2.7
COc1ccc(OC)c(CCNC(=O)c2nn(C)c3c2CS(=O)(=O)c2ccccc2-3)c1 | 100.3 | 9.9 | -2.8 | 1.7 | 0.8 | 6.7 | 1.6 | -1.3 | 2.0 | 11.5 | 0.8
CCCc1cc(=O)[nH]c(SCC(=O)N2c3ccccc3CC2C)n1 (stereo unspecified) | 97.2 | -7.8 | -4.6 | -12.3 | 3.2 | -3.4 | 1.9 | 0.8 | 1.4 | -2.6 | 3.3
O=C(CN1C(=O)NC2(CCCC2)C1=O)Nc1ccc(F)c([N+](=O)[O-])c1 | · | 4.0 | -1.6 | -6.6 | -1.5 | -0.2 | 5.2 | 0.0 | 1.0 | i | 1.4

Looked up above:
COc1ccc(OC)c(CCNC(=O)c2nn(C)c3c2CS(=O)(=O)c2ccccc2-3)c1 – phage Ecoli inh: 2.0
CCCc1cc(=O)[nH]c(SCC(=O)N2c3ccccc3CC2C)n1 (stereo unspecified) – AddAB inh: 1.9
Cc1ccc(-c2n[nH]c(=O)c3ccccc23)cc1S(=O)(=O)NCCO – Mot1-301 SUMO: 38.9

(further entries)
SMILES | DSG3 Ab inh | HTR5A inv ag | PfHsp90 yeast 2 | PKA-R1A act | HTR5A ag ctr | OPRM1-OPRD1 inv | AddAB inh | OPRM1-OPRD1 ag | phage Ecoli inh | Mot1-301 SUMO | E coli growth
O=c1oc2ccccc2cc1-c1nc2c(s1)CCCC2 | 99.6 | -14.8 | -10.7 | -0.4 | 4.1 | -28.7 | 0.1 | 5.0 | 4.4 | 1.4 | -2.8
Cc1cccc(-n2c(-c3csc(C)c3)n[nH]c2=S)c1 | 97.6 | -0.9 | 5.4 | 3.0 | 1.8 | -6.2 | 0.7 | 1.2 | 1.9 | -8.3 | -1.6
CCC(C)(C)NC(=O)/C=C/c1cccs1 | 79.8 | -1.3 | -27.5 | -0.4 | 1.8 | 9.7 | 1.9 | -1.9 | 3.2 | -12.4 | -1.8
CC(=O)C1=NOC2C(=O)N(c3ccc(Cl)cc3)C(=O)C12 (stereo unspecified) | 98.5 | -14.7 | -6.4 | 4.6 | 4.0 | -4.0 | 0.4 | 0.8 | -2.9 | 13.3 | 1.4
CNS(=O)(=O)c1cnccc1N1CCN(c2cccc(Cl)c2)CC1 | 102.7 | -8.7 | 4.3 | -8.4 | 0.7 | -0.3 | 1.4 | 0.1 | 3.1 | 5.3 | -1.5
O=C(/C=C/c1cccc(Cl)c1)OCc1cn2cc(Cl)ccc2n1 | 83.2 | 14.4 | -10.5 | -17.2 | -0.1 | 5.3 | 1.9 | -1.1 | 2.3 | 7.4 | -0.6
COc1ccc(/C=C/C(=O)O)cc1S(=O)(=O)NCc1ccco1 | 97.6 | 16.7 | -7.9 | -1.2 | 0.0 | 8.9 | 1.6 | -1.7 | -1.7 | -11.1 | -1.8
O=C(Nc1cccc(O)c1)C(Cc1ccccc1)N1C(=O)c2cccc3cccc(c23)C1=O (stereo unspecified) | 87.7 | -11.8 | -17.4 | -5.1 | 4.3 | -41.3 | 2.6 | 5.8 | -0.4 | 854.6* | -0.3
COCC(=O)N1CCC(Oc2ccc(C(=O)N3CCCCCC3)cc2)CC1 | 105.1 | 3.9 | 3.2 | -10.0 | 2.2 | 11.5 | 1.5 | -3.5 | 1.4 | -13.4 | -1.0
COC(=O)c1sccc1NC(=O)COc1ccc(Cl)cc1Cl | 102.0 | 3.1 | -5.6 | -0.6 | 0.4 | -6.7 | 2.1 | 1.0 | 0.9 | -3.2 | 1.8
N#Cc1cc2c(nc1SCC(=O)NCc1ccc3c(c1)OCO3)CCCCC2 | 96.6 | 0.6 | 3.0 | -4.2 | 5.3 | 10.8 | -1.2 | -2.0 | 2.1 | 15.1 | -1.7
CCC(c1nnnn1CC1CCCO1)N(CCN1CCOCC1)Cc1cc2cc(C)ccc2[nH]c1=O (stereo unspecified) | 97.2 | -12.1 | -7.4 | -13.7 | -1.2 | 10.7 | · | -2.3 | 1.7 | · | ·
O=C(c1cc(COc2c(F)cccc2F)on1)N1CCCCCC1 | 119.0 | 11.3 | -8.5 | -2.4 | -1.5 | 17.3 | 1.0 | -3.2 | 1.8 | -13.7 | 2.6
CC[C@@]1(O)C(=O)OCc2c1cc1n(c2=O)Cc2cc3c(CN(C)C)c(O)ccc3nc2-1 | 113.1 | 18.8 | -7.4 | -12.2 | -1.3 | 10.3 | 2.3 | -1.9 | 3.5 | -28.8 | -0.3
O=C(O)CSc1cn(Cc2ccccc2)c2ccccc12 | 101.5 | -10.1 | -23.5 | 0.2 | 2.6 | 7.2 | 1.4 | -1.5 | 0.2 | 1.6 | -0.3
O=c1c(C(c2ccc(O)cc2)c2c(O)nc3n(c2=O)CCCS3)c(O)nc2n1CCCS2 | 99.5 | -2.6 | -14.1 | 8.1 | 0.7 | -1.6 | 0.0 | 0.3 | 4.3 | 79.2 | -1.9
Cc1c(C(=O)N2CCN(Cc3ccc4c(c3)OCO4)CC2)cccc1[N+](=O)[O-] | 82.8 | -2.8 | 20.9 | 15.1 | 4.2 | -1.5 | 2.2 | 0.3 | 3.8 | -1.7 | 0.6
Cc1ccc(O)c(NC(=O)CCC2CCCCC2)c1 | 95.9 | -3.3 | 5.0 | -3.4 | 3.1 | -63.1 | 4.0 | 10.6 | 1.0 | · | 0.7
Cc1cccnc1NC(=O)C1COc2ccccc2O1 (stereo unspecified) | 93.7 | -11.4 | 9.2 | -0.5 | 4.0 | 17.6 | 0.0 | -3.4 | 4.8 | 3.4 | 2.2
CCOc1cc(C=O)c(Br)cc1OC1CCCC1 | 102.7 | -13.8 | 14.6 | -1.2 | -1.5 | -73.6 | -0.1 | 12.4 | 3.7 | -6.0 | -0.1
Cc1ccccc1OCC(=O)OCC(=O)c1cc(C)n(C2CC2)c1C | 99.9 | -0.9 | -14.9 | -4.2 | 2.8 | -3.7 | · | 0.6 | 1.2 | · | ·
Cc1cccc(Cn2c(SCC(=O)Nc3ccccc3)nc3c2c(=O)[nH]c(=O)n3C)c1 | 99.5 | -3.5 | -15.2 | -1.6 | 1.1 | 8.8 | 3.5 | -1.6 | 2.4 | -5.6 | -1.1
CCN(CC)C1CCCCC1NS(=O)(=O)c1ccc(Cl)cc1 (stereo unspecified) | 90.4 | 6.4 | -3.5 | -9.8 | -2.5 | 6.8 | 1.9 | -1.2 | 2.2 | -25.5 | 0.3
O=C(c1ccco1)N1CCN(c2nc3ccccc3c(=O)n2-c2ccccc2)CC1 | · | -15.5 | -14.3 | 2.8 | 5.1 | 4.0 | -1.0 | -0.8 | 3.3 | -11.4 | -1.9
O=C(OCCN1C(=O)c2ccccc2C1=O)c1ccc(S(=O)(=O)N2CCCCCC2)cc1 | · | 12.8 | -6.7 | -3.0 | 6.2 | 14.9 | 1.7 | -2.5 | 1.1 | 10.4 | 0.2
O=C(NNC(=O)c1ccc(F)cc1F)c1ccc(-n2cnnn2)cc1 | 97.8 | -15.9 | 15.1 | -1.4 | 3.2 | -8.1 | 0.1 | 1.6 | 1.9 | 85.3 | 0.1
CCN1CCCC1CNCc1ccccc1OCc1ccc(F)cc1 (stereo unspecified) | 95.2 | 16.5 | -23.0 | -14.5 | 0.0 | 9.8 | -5.1 | -1.8 | 0.4 | -4.3 | -2.1
Cc1cccc(NC(=O)CSc2nnc(Cc3ccccc3)o2)c1 | 110.6 | -14.3 | 5.7 | 3.9 | 5.1 | 11.9 | 0.7 | -2.3 | 3.5 | 5.1 | -0.3
Cc1occc1C(=O)N/N=C/C(Br)=C/c1ccccc1 | 103.0 | 2.4 | 16.8 | 1.9 | -0.9 | -11.0 | 8.4 | 2.1 | 2.2 | 43.3 | 3.6
Cc1ccc(NC(=O)COC(=O)C2CCN(c3ccc(C(F)(F)F)cn3)CC2)cc1 | · | 10.1 | 24.0 | -2.5 | -4.0 | -18.9 | 2.6 | 4.9 | -0.1 | 1.7 | -0.3
CC(=O)c1c(C)[nH]c(C2=NNC(=NC(C)(C)C)SC2)c1C | 101.4 | -4.1 | -11.6 | -3.0 | 5.7 | 8.8 | 2.2 | -1.9 | 5.1 | 48.8 | -1.7
